ssDAF-12 act = activators of S. stercoralis DAF-12 nuclear receptor; HEK293 ssDAF-12/GRIP1 lit1-tk-luc reporter, luminescence; % of 3 µM dafachronic acid response; activation, % at 6.8 µM; hit rate 1% among 370,000;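 active = activation above the mean over all tested compounds plus 3 SD, cut at about 0.9% in these data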;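 note: 0% = DMSO-only wells and 100% = 3 µM delta7-dafachronic acid wells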
PLCb3 inh = blocks human PLC-beta3 enzyme activity; Purified PLC-beta3, fluorogenic substrate, fluorescence; Q01970; inhibition, % at 12.2 µM; hit rate 0.18% among 370,000; in the data active = inhibition above about 11%;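 note: 0% = median of compound wells on plate and 100% = full blocker control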
MBD2 DNA inh = inhibitors of human MBD2 binding to methylated oligonucleotide; hit rate 0.31% among 370,000; inhibition, % at 4.4 µM; TR-FRET; Q9UBB5; in the data active = inhibition above about 13%
Target sequence (Q9UBB5 whole entry, looked up): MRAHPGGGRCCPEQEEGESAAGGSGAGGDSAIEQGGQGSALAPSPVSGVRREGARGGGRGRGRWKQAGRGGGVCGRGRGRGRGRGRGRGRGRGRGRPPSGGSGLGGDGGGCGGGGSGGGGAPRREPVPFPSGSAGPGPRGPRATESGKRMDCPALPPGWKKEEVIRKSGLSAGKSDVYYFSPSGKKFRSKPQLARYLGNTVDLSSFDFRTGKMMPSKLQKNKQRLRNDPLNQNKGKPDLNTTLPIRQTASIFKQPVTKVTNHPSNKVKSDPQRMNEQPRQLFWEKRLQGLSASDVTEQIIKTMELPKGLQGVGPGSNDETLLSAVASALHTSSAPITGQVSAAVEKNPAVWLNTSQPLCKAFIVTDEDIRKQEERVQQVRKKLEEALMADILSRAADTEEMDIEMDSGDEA
SMARCA2 act = activators of SMARCA2 function; activation, % at 9.1 µM; AID 652017; hit rate 1% among 370,000; MG213 cells, MMTV-luciferase reporter, dexamethasone, overnight; in the data active = activation above about 7.8%;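 note: 0% = vehicle wells and 100% = reference activator wells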
PLC-gamma1 inh = PLC-gamma1 (human) inhibition, primary screen | purified PLC-gamma1, fluorogenic substrate, fluorescence | inhibition, % at 12.2 µM | P19174 | AID 720700 | hit rate 0.84% among 370,000; in the data active = inhibition above about 9.5%
DAX1 inh-1 = NR0B1 (DAX1) inhibition. hit rate 0.99% among 340,000. inhibition, % at 6.75 µM. AID 504766. P51843. HEK293 Gal4-DAX1 luciferase reporter, luminescence;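 active = inhibition above the mean over all tested compounds plus 3 SD, cut at about 4.2% in these data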;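 note: 0% = DAX1-transfected cells with DMSO and 100% = empty-vector control cells with DMSO; inhibition shows as a rise in luminescence from relieved DAX1 repression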
DAX1 inh-2 = blocks DAX1 repression of SF-1 activated StAR promoter. HEK293T StAR-luciferase reporter, SF-1/DAX-1 repression relief. hit rate 1.1% among 370,000. inhibition, % at 6.8 µM. AID 652010;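 active = inhibition above the mean over all tested compounds plus 3 SD, cut at about 3.6% in these data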;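 note: 0% = DAX-1 cells with DMSO and 100% = cells lacking DAX-1 with DMSO; higher inhibition means more luminescence from relief of DAX-1 repression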
NR1D1 modulator = modulators of human Rev-erb alpha DNA binding | P20393 | Rev-erbα–FITC-DNA binding, fluorescence polarization, 90 min | activity, % at 10 µM | hit rate 0.79% among 370,000 | AID 1259318;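 active = activity above about 14%, limit read from the data; passing the limit was not always enough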;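 note: 0% = DMSO wells with 35 nM protein and 100% = DMSO wells with 750 nM protein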
Target sequence (P20393 whole entry, looked up): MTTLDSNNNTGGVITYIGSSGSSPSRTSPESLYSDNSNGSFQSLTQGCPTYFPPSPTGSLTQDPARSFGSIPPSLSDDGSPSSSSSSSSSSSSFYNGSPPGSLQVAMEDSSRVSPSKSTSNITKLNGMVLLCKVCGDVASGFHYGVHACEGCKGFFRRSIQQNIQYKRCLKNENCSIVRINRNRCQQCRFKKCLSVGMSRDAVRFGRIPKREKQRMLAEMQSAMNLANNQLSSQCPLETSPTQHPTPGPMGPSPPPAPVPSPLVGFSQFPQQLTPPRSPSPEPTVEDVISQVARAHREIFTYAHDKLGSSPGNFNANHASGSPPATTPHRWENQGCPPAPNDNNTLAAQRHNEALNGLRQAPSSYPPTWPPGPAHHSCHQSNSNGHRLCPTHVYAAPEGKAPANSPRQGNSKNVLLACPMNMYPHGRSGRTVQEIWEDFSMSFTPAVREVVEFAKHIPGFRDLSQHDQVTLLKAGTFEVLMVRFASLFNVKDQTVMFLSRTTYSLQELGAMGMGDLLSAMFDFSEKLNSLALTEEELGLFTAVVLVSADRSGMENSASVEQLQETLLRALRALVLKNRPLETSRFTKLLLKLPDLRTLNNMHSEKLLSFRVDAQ
ADAM17 inh = inhibitors of human ADAM17; hit rate 0.83% among 370,000; recombinant ADAM17, EDANS/DABCYL FRET peptide cleavage; inhibition, % at 6.95 µM;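 active = inhibition above the mean of compounds lying between control limits plus 3 SD, set per campaign, cut at about 8.5% in these data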;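 note: 0% = DMSO-only wells as the low control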
hcDAF12 agonist = activates DAF-12 receptor from parasite H. contortus; hit rate 1.4% among 370,000; activation, % at 6.8 µM; HEK293 hcDAF-12 lit1-tk-luc reporter, luminescence; 0% DMSO, 100% Δ7-dafachronic acid;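 active = activation above the mean of all tested compounds plus 3 SD, cut at about 5.5% in these data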;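 note: 100% = response to 3 µM Δ7-dafachronic acid high control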
hgDAF-12 ag = hgDAF-12 agonism, primary luciferase screen; HEK293 GAL4-hgDAF12 UAS-luciferase reporter, agonist luminescence; normalized to butyrate control; activation, % at 6.8 µM; hit rate 1.8% among 370,000; AID 687014;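 active = activation above a cutoff set at the mean of all screened compounds plus 3 SD, cut at about 10% in these data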;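 note: 0% = DMSO wells and 100% = sodium butyrate wells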
An asterisk follows results filed as active; i = inactive; . = not tested or not shown.

SMILES	ssDAF-12 act	PLCb3 inh	MBD2 DNA inh	SMARCA2 act	PLC-gamma1 inh	DAX1 inh-1	DAX1 inh-2	NR1D1 modulator	ADAM17 inh	hcDAF12 agonist	hgDAF-12 ag
O=C(CN1C(=O)NC2(CCCCCC2)C1=O)Nc1ccc(OC(F)(F)F)cc1	-1.3	1	0	5	0	-1.6	-1.9	2	3	-2.4	-4.0
COC(=O)c1ccc(CSc2ccc3nnc(-c4cccc(F)c4)n3n2)o1	-1.6	-8	1	6	-6	-0.4	0.2	2	-1	0.4	-0.9
CC[C@]12c3[nH]c4ccc(Cl)cc4c3CCN1C(=O)[C@@H](CC(=O)NCc1ccco1)C[C@@H]2C(=O)N1CCN(C(=O)C2CC2)CC1	-1.4	-2	-1	4	0	1.2	-1.1	-7	-3	-1.4	1.6
CN1CCN(NC(=O)c2ccc(Cl)c([N+](=O)[O-])c2)CC1	-0.9	4	1	2	4	0.0	-0.3	0	-1	-1.6	-1.0
Cc1ccc(/C=C2\SC(=S)N(CCC(=O)NNC(=O)c3ccccc3O)C2=O)cc1	-1.0	-6	2	-2	0	-0.8	0.1	-2	-1	1.2	1.1
COc1ccc(NC(=S)N(Cc2ccccn2)Cc2ccccc2Cl)cc1	-0.5	-3	-1	5	3	-0.8	0.9	-3	-2	-1.5	-5.0
N#CC1=C(N)NC(SCc2ccc(Cl)cc2)=C(C#N)C12CCCCC2	-1.6	-2	3	-2	2	-1.1	-0.2	3	7	-0.4	-1.9
CCOC(=O)N1CCN(C(=O)COc2ccc3c(c2)C(=O)CC(C)(C)O3)CC1	-1.8	i	-2	-4	i	0.2	-0.3	9	i	-2.5	-0.5
O=C(COc1cccc2c1CCN(Cc1ccc(Br)cc1)C2=O)N1CCOCC1	-1.9	-11	1	-3	0	-2.3	-2.5	-3	-4	-3.1	-1.2
Cc1ccc(O)c(-n2nc3ccccc3n2)c1	-0.9	1	0	3	-2	0.7	1.5	-4	0	1.5	7.3
COCCCNC(=O)c1ccc(CS(=O)(=O)Cc2cccc(C)c2)o1	-1.7	2	1	-2	1	1.2	-0.1	-2	-2	-0.9	-1.4
Fc1ccc(-c2cc(C(F)(F)F)n3ncnc3n2)cc1	-2.7	-53	6	3	-32	-0.5	-0.9	1	-112	-1.1	-3.8

Part of the list above with just MBD2 DNA inh:
Structure,MBD2 DNA inh
Cc1ccc(O)c(-n2nc3ccccc3n2)c1,0
COCCCNC(=O)c1ccc(CS(=O)(=O)Cc2cccc(C)c2)o1,1
Fc1ccc(-c2cc(C(F)(F)F)n3ncnc3n2)cc1,6

Arranged by the number under ssDAF-12 act (largest number first): three of the compounds above
compound,ssDAF-12 act,PLCb3 inh,MBD2 DNA inh,SMARCA2 act,PLC-gamma1 inh,DAX1 inh-1,DAX1 inh-2,NR1D1 modulator,ADAM17 inh,hcDAF12 agonist
Cc1ccc(O)c(-n2nc3ccccc3n2)c1,-0.9,1,0,3,-2,0.7,1.5,-4,0,1.5
CC[C@]12c3[nH]c4ccc(Cl)cc4c3CCN1C(=O)[C@@H](CC(=O)NCc1ccco1)C[C@@H]2C(=O)N1CCN(C(=O)C2CC2)CC1,-1.4,-2,-1,4,0,1.2,-1.1,-7,-3,-1.4
Fc1ccc(-c2cc(C(F)(F)F)n3ncnc3n2)cc1,-2.7,-53,6,3,-32,-0.5,-0.9,1,-112,-1.1

Following part:
SMILES	ssDAF-12 act	PLCb3 inh	MBD2 DNA inh	SMARCA2 act	PLC-gamma1 inh	DAX1 inh-1	DAX1 inh-2	NR1D1 modulator	ADAM17 inh	hcDAF12 agonist	hgDAF-12 ag
COc1ccc(CCNC(=O)/C(C#N)=C/c2cccc(OCc3ccccc3)c2)cc1OC	-1.3	-3	-5	-3	-2	-0.7	-0.1	-1	3	-1.1	2.6
C[C@H](CO)N1C[C@H](C)[C@@H](CN(C)C(=O)Nc2ccc(C(F)(F)F)cc2)Oc2ccc(NC(=O)C3CCCCC3)cc2C1=O	-0.6	4	-2	-5	1	-0.5	0.9	-1	5	-0.8	3.4
NS(=O)(=O)c1ccc(CCNC(=O)CSc2nc3ccsc3c(=O)n2CCCCC(=O)O)cc1	-0.8	0	-4	-1	0	3.0	0.2	-2	0	-0.7	0.0
COc1cccc(-c2nnc(NC(=O)CCS(=O)(=O)c3ccc(F)cc3)o2)c1	-1.2	4	-2	1	0	-0.1	-0.1	10	-2	0.2	5.3
NC(=O)c1ccsc1NC(=O)c1ccco1	-1.3	-13	1	0	-14	-1.0	0.8	-5	-1	0.3	2.5
Cc1c(Cl)c([N+](=O)[O-])nn1CCCC(=O)O	-1.3	-6	-2	-1	1	-0.6	0.1	1	-1	0.0	-1.1
O=C(/C=C/c1ccc(Cl)cc1)NCCSc1ccccc1	-1.2	-2	9	-1	-31	0.7	-0.4	-4	-3	-0.6	1.8
O=C(NCc1ccc(F)cc1)c1cnc(Cl)c(Cl)c1	-1.2	-1	0	0	3	-0.6	0.0	0	1	0.8	-1.0
C/C(=N\Nc1ccc(C(=O)O)cc1)c1ccc(Br)cc1	0.8	-8	8	3	3	-3.0	5.1*	-7	-3	12*	19*
Cc1ccc2nc(SCC(=O)c3ccc(O)cc3O)[nH]c2c1	0.4	-11	-4	8.6*	-1	2.9	1.7	-3	1	5.1	11*
CCCN(CC(=O)Nc1ccccc1C)C(=O)C1CC(=O)N(c2ccc(CC)cc2)C1 (stereo not drawn)	-1.2	-6	-5	0	1	-0.6	-2.5	-2	-1	-1.4	1.9
CC(OC(=O)c1ccc(Cl)nc1)C(=O)Nc1ccc(S(=O)(=O)N2CCCC2)cc1 (stereo not drawn)	-0.9	-11	-1	0	-5	-0.3	0.6	11	1	-0.7	3.0

Exported as labelled records: entries from further up.
NS(=O)(=O)c1ccc(CCNC(=O)CSc2nc3ccsc3c(=O)n2CCCCC(=O)O)cc1
  ssDAF-12 act: -0.8	PLCb3 inh: 0	MBD2 DNA inh: -4	SMARCA2 act: -1	PLC-gamma1 inh: 0	DAX1 inh-1: 3.0	DAX1 inh-2: 0.2	NR1D1 modulator: -2	ADAM17 inh: 0	hcDAF12 agonist: -0.7	hgDAF-12 ag: 0.0
COc1cccc(-c2nnc(NC(=O)CCS(=O)(=O)c3ccc(F)cc3)o2)c1
  ssDAF-12 act: -1.2	PLCb3 inh: 4	MBD2 DNA inh: -2	SMARCA2 act: 1	PLC-gamma1 inh: 0	DAX1 inh-1: -0.1	DAX1 inh-2: -0.1	NR1D1 modulator: 10	ADAM17 inh: -2	hcDAF12 agonist: 0.2	hgDAF-12 ag: 5.3

Continued.
SMILES	ssDAF-12 act	PLCb3 inh	MBD2 DNA inh	SMARCA2 act	PLC-gamma1 inh	DAX1 inh-1	DAX1 inh-2	NR1D1 modulator	ADAM17 inh	hcDAF12 agonist	hgDAF-12 ag
C=CCN1C(=O)/C(=c2\sc3nc(=O)c(Cc4ccccc4)nn3c2=O)c2ccccc21	-0.8	-8	-5	-1	0	.	0.1	-6	0	0.2	-0.7
COC(=O)Nc1ccc(SCC(=O)c2ccc(Cl)cc2)cc1	-0.7	1	1	-2	3	-1.2	-0.2	1	2	-0.4	-2.0
CCOc1ccc2nc(SCC(=O)N(CC(C)C)c3c(N)n(Cc4ccccc4)c(=O)[nH]c3=O)[nH]c2c1	-1.4	-9	4	-4	4	-0.3	0.4	-1	-3	-1.0	1.1
O=C(Nc1ccc(C(=O)O)cc1)/C(=C\c1ccc2c(c1)OCO2)NC(=O)c1ccccc1Cl	-1.2	-8	3	-5	-4	0.2	1.0	-4	-5	0.7	-2.9
CCOc1ccccc1NC(=O)Cn1c(=O)c2ccccc2n(CC)c1=O	-1.8	3	2	-3	1	-0.2	-0.9	0	-4	-0.5	-1.2
COc1cc(NC(=O)CCCn2c(=S)[nH]c3ccccc3c2=O)cc(OC)c1OC	-2.3	4	1	-3	8	0.9	0.2	4	2	0.4	1.1
O=C(CCCc1ccccn1)c1ccc(-c2ccccc2)cc1	0.9*	-3	1	8.6*	-1	1.6	1.5	0	1	2.2	6.3
Cc1ccc(S(=O)(=O)N2CCCC2)cc1S(=O)(=O)N1CCCC1	-1.1	5	10	-3	3	-0.1	-0.8	2	-8	-1.0	-1.9
C[C@@H]1CN([C@@H](C)CO)C(=O)c2cccc(NS(C)(=O)=O)c2O[C@H]1CN(C)Cc1ccc(Oc2ccccc2)cc1	-1.7	-5	4	0	-1	-0.1	-0.2	-1	-4	-1.4	0.9
CC(=O)NC1CC2CCCC(C1)N2CC(=O)N1CCCc2ccccc21 (stereo not drawn)	-0.3	9	-2	-5	6	0.8	-0.2	-12	2	-1.0	-0.5
CN(C(=O)CSc1ncccn1)C1CCS(=O)(=O)C1 (stereo not drawn)	-0.9	-4	-1	-2	-3	0.4	0.0	-8	-2	2.3	-1.5
CN1CCC(Oc2ccccc2Sc2ccccc2)CC1	-1.4	3	6	1	3	1.3	-0.3	7	-2	-2.1	1.3
CC(C(=O)NCc1ccccc1)n1c(Cc2cc(F)cc(F)c2)nc2ccccc21 (stereo not drawn)	-1.0	2	1	-3	0	.	-1.1	6	3	0.1	-1.1
C=CCN(CC=C)Cc1cc(=O)oc2cc(C)ccc12	-1.0	0	1	1	-1	.	0.1	12	-2	0.1	1.2
Cc1cc(C(=O)OCC(=O)Nc2ccccc2C)c(C)o1	-1.2	-3	3	-1	0	-0.3	1.8	-3	-5	-0.4	-0.5
CC(=O)Nc1nc2ccccc2n1Cc1ccc(C)cc1	-2.0	2	-9	-1	-1	1.9	-0.1	2	-1	-0.7	-4.2
Cc1cc(S(=O)(=O)N2CCCCC2CCNC(=O)C(=O)NCCN2CCOCC2)ccc1F (stereo not drawn)	-1.3	3	-3	-3	1	-0.8	-1.0	-6	0	-2.3	0.3
COC(=O)c1ccc(C)c(-n2c(C)cc(C=O)c2C)c1	-1.6	-3	12	-1	-6	-0.6	-1.1	2	-3	-2.4	3.3
Cc1cc(C)c(NC(=O)CN(C2CCCCC2)C2CCCCC2)c(C)c1	-1.3	2	-3	-3	2	0.0	-0.3	-3	1	0.1	-0.3
Cc1[nH]n(-c2ccccc2)c(=O)c1C(c1ccccc1C(=O)O)c1c(C)[nH]n(-c2ccccc2)c1=O	-1.4	3	2	-2	0	2.3	0.1	2	-4	1.1	-1.1

Assay outcomes deposited in PubChem by several laboratories.
